Screening results as filed in PubChem.
LAP4-GFP MLPCN: modulators of LAP4-GFP expression in yeast, primary screen, S. cerevisiae, multiplex flow cytometry, MLPCN library; 3 h; median GFP as percent of DMSO wells; GFP response vs DMSO, % at 10 µM; actives 0.34% (n = 320,000);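 active = GFP response vs DMSO above a set limit, about the screen mean plus 3 SD, cut at about 150% in these data; inconclusive = under 70 cell events counted for the yeast strain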
RPL19A-GFP yeast: RPL19A-GFP expression modulators in yeast, primary screen, cell-based, S. cerevisiae, multiplex flow cytometry, MLPCN; S. cerevisiae RPL19A-GFP strain, 3 h; active compounds read low; percent response vs DMSO, % at 10 µM; actives 0.3% (n = 330,000); AID 2025, 2009;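 active = percent response vs DMSO below 50%; inconclusive = fewer than 70 events counted for the yeast strain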;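 also: median channel GFP fluorescence of the barcoded RPL19A-GFP strain; ratio of sample median GFP to plate DMSO average so 100% = DMSO; lower means less RPL19A-GFP as with rapamycin TOR inhibition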
proCasp3 act: activators of human procaspase-3 D3A mutant, primary screen, biochemical, absorbance, PC-3 D3A mutant, single concentration. activation, % at 8.5 µM. recombinant procaspase-3 D3A, Ac-DEVD-pNA absorbance 405 nm. Caspase-3 (Homo sapiens), P42574. actives 0.11% (n = 330,000);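 active = activation above the mean of all tested compounds plus 3 SD, cut at about 21% in these data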;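 also: 0% = DMSO alone and 100% = DMSO wells spiked with extra 5 µM PC-3 D3A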
Target sequence (P42574 whole entry D9A/D28A/D175A): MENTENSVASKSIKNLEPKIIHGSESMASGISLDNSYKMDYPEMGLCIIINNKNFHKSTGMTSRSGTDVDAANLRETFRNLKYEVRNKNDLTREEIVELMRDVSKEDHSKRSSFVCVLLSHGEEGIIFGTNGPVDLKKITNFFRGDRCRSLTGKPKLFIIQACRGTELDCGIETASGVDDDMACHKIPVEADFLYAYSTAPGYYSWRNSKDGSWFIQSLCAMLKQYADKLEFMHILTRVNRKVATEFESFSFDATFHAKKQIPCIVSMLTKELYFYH
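Test system: Procaspase-3 D3A mutant; medium: Zinc-free HEPES/NaCl buffer with 0.01% Triton X-100 at pH 7.4; reagent: DEVD-pNA substrate; doses: one concentration, 8.5 µM nominal, 0.8% DMSO; times: 1 h preincubation plus 2 h reaction at 25 °C; signal: Epi-absorbance at 405 nm of released p-nitroaniline, 0 and 120 min; replicates: singlicate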
AGP1-GFP MLPCN: modulators of AGP1-GFP expression in yeast TOR pathway, primary screen, cell-based, multiplex flow cytometry, S. cerevisiae, MLPCN library; 3 h; GFP as percent of DMSO wells; GFP response vs DMSO, % at 10 µM; actives 0.02% (n = 320,000); AID 2066, 2009;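 active = GFP response relative to DMSO above a set limit, near screen average plus 3 SD, cut at about 150% in these data; inconclusive = fewer than 70 cells counted for the yeast strain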;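 also: median GFP channel fluorescence of the gated AGP1 strain per well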
CIT2 TOR yeast: modulators of CIT2-GFP expression in yeast, primary screen, S. cerevisiae, GFP fusion, multiplex flow cytometry, MLPCN library; S. cerevisiae CIT2-GFP strain, 3 h; 100 means same as DMSO wells; GFP response vs DMSO, % at 10 µM; actives 0.065% (n = 320,000); AID 2029, 2009;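 active = GFP response relative to DMSO above a set limit, near the screen mean plus 3 SD, cut at about 150% in these data; inconclusive = Fewer than 70 cells measured for a yeast strain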;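 also: ratio of well median GFP fluorescence to mean of DMSO wells on the plate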
MEP2 TOR yeast: modulators of MEP2-GFP levels in yeast, primary screen, S. cerevisiae, multiplex flow cytometry, MLPCN library. GFP response vs DMSO, % at 10 µM. S. cerevisiae MEP2-GFP strain, 3 h; 100% = DMSO control level. AID 2016, 2009. actives 0.51% (n = 330,000);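 active = GFP response versus DMSO above a set limit, roughly screen mean plus 3 SD, cut at about 180% in these data; inconclusive = fewer than 70 cells counted for a yeast strain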;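 also: median GFP fluorescence of the barcode-gated MEP2-GFP cells per well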
procasp7 counter: procaspase-7 activators, primary screen, counter-screen for procaspase-3 activator project, biochemical, absorbance, HTS, human | Caspase-7 (Homo sapiens), P55210 | recombinant procaspase-7, Ac-DEVD-pNA absorbance 405 nm; D23A/D198A/D206A triple mutant, cannot self-cleave; scale: DMSO 0, 5 µM enzyme 100 | activation, % at 8.5 µM | actives 0.093% (n = 330,000) | AID 463210, 2010;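 active = percent activation above the screen-wide mean plus 3 SD, cut at about 25% in these data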
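Test system: Procaspase-7 triple mutant (PC-7 D3A). Also added: Ac-DEVD-pNA substrate, 400 µM as added. Schedule: 1 h enzyme–compound preincubation and 2 h substrate reaction, both 25 °C. Signal: p-Nitroaniline absorbance at 405 nm, read at 0 and 120 min. Control set: low DMSO alone, high DMSO plus 5 µM PC-7.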
AHR activator: AHR activators, primary screen, cell-based, luminescence, luciferase reporter, human; Aryl hydrocarbon receptor (Homo sapiens), P35869; AHR-responsive luciferase reporter cells; activation, % at 5 µM; actives 2.5% (n = 320,000); AID 2796, 2010; in the data active = activation above about 47%;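 also: 0% = vehicle wells and 100% = reference agonist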
Target sequence (P35869 whole entry, looked up): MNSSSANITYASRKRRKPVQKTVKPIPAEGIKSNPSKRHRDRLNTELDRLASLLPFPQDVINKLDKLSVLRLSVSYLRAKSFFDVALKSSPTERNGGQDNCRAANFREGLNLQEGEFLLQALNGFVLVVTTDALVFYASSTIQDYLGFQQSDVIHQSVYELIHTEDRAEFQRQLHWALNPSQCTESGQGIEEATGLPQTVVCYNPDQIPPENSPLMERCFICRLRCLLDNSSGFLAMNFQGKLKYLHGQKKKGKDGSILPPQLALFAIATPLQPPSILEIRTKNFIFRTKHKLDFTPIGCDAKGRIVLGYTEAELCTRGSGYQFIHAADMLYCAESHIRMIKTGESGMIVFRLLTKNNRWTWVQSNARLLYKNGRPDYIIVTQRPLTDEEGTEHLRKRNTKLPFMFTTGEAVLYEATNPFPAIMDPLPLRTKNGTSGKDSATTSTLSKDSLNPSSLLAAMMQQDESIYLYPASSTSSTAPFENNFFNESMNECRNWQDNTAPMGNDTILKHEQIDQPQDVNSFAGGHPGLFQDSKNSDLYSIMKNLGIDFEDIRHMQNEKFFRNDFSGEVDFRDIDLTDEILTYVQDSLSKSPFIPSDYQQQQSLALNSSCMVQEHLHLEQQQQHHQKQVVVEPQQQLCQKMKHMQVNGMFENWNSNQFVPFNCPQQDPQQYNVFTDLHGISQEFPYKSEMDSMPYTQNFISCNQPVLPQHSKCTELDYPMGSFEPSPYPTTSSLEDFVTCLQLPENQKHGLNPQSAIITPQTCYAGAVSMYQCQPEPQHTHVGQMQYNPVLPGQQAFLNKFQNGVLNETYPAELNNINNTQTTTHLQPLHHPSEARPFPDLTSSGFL
The depositor's hits bear a star; ? = inconclusive; · = no result given; [ ] = remark or other dose.

[1] O=C(CNC(=O)c1ccccc1F)c1ccccc1
[2] Cc1cccc(NC(=O)CCc2ccc(C)o2)c1
[3] COCCn1c(C)cc(C2=NNC(=NC3CC3)SC2)c1C
[4] COc1ccc(/C(C)=N/NC(=O)c2nnn(-c3nonc3N)c2CN(C)c2ccccc2)cc1
[5] COC(=O)c1cc(NC(=O)c2ccccc2)c(=O)oc1C/C=N\OCc1ccc(Cl)cc1Cl
[6] O=c1[nH]c(/C=C/c2ccc([N+](=O)[O-])cc2)c([N+](=O)[O-])c(=O)[nH]1
[7] COc1ccc(OCc2nnc(NC(=O)Nc3ccc(F)cc3)s2)cc1
[8] O=C(C[C@@H]1C/C=C/CC[C@@H](Cc2ccc(F)cc2)C(=O)O[C@H](c2ccccc2)CNC1=O)NCCO
[9] O=C(Nc1cc(Cl)ccc1N1CCCC1)C1=COCCO1
[10] COc1ccc(C(C)=O)cc1CSCCC#N

Screen / compound no.,1,2,3,4,5,6,7,8,9,10
procasp7 counter,8,3,4,2,6,·,-4,4,-8,4
LAP4-GFP MLPCN,95,104,90,99,95,96,90,103,88,?
CIT2 TOR yeast,103,100,92,104,95,102,95,102,79,?
AHR activator,-1,14,-8,0,5,·,3,-1,4,-3
RPL19A-GFP yeast,99,94,89,100,·,100,99,98,88,?
AGP1-GFP MLPCN,92,101,95,101,94,102,93,104,85,?
MEP2 TOR yeast,109,104,79,107,105,102,96,100,92,?
proCasp3 act,-2,6,-9,10,1,·,-6,11,0,2

[11] Cc1sc(NC(=O)CS(=O)(=O)c2ccccc2)c(C(N)=O)c1C
[12] O=C(CCNC(=O)N1CC(=O)Nc2ccccc21)Nc1ccc(Br)cc1F
[13] COc1ccccc1/C=C/C=N/n1c(-c2ccc(Cl)cc2)n[nH]c1=S
[14] CCCN1CCN(C(=O)CCCNC(=O)c2ccc(Cl)cc2)CC1
[15] CCC(=O)c1cn(/C(=C\C(=O)OC(C)(C)C)CCC(OC)OC)cc1CC
[16] Cc1c(NS(=O)(=O)c2ccc3c(c2)c(=O)n(C)c(=O)n3C)c(=O)n(-c2ccccc2)n1C
[17] O=C(Nc1nccs1)c1cccc(S(=O)(=O)N2CCCC2)c1
[18] Cc1ccc(CN2CC(C(=O)N3CCN(c4ccccc4O)CC3)CC2=O)cc1 (stereo unspecified)
[19] CCCCOCP(=O)(CCCC)COCCCC
[20] O=C(Nc1cccc2cccnc12)c1ccc(Cl)cc1

Screen / compound no.,11,12,13,14,15,16,17,18,19,20
procasp7 counter,2,-5,-7,3,-7,12,-5,2,-5,·
LAP4-GFP MLPCN,102,89,104,86,127,98,94,?,81,82
CIT2 TOR yeast,94,104,99,99,92,100,98,?,89,99
AHR activator,4,6,12,3,0,1,43,6,2,·
RPL19A-GFP yeast,100,97,96,98,90,100,108,?,90,101
AGP1-GFP MLPCN,101,100,103,90,78,98,100,?,87,93
MEP2 TOR yeast,101,93,101,100,81,100,96,?,104,96
proCasp3 act,4,6,-8,-2,0,5,-7,-2,0,·

[21] CC(=O)c1ccc(N=Cc2c(O)n(-c3cc(Cl)ccc3N3CCOCC3)c(=O)c3ccccc23)cc1
[22] O=C1c2cc([N+](=O)[O-])ccc2-c2ncccc21
[23] COc1ccc(NC(=O)COC(=O)c2cc(OC)c(OC)cc2NC(=O)c2ccco2)cc1OC
[24] CC(=O)Nc1ccc(-c2cc3ccccc3o2)cc1
[25] CCOC(=O)CCS(=O)(=O)c1nc(-c2ccccc2)cc(C(F)(F)F)n1
[26] CC(C)(C)c1ccc(C(=O)NCCCn2ccnc2)cc1
[27] O=C(CN1CCN(S(=O)(=O)c2ccccc2)CC1)NC(=O)NCc1ccco1
[28] Cc1ccccc1NC(=O)C1CCCN(C(=O)NCc2ccccc2)C1 (stereo unspecified)
[29] COc1ccccc1OCC(=O)OCC(=O)Nc1sccc1C(N)=O
[30] O=C(CSc1nnc(-c2ccc(Br)cc2)n1CCc1ccccc1)NC1CCS(=O)(=O)C1 (stereo unspecified)

Screen / compound no.,21,22,23,24,25,26,27,28,29,30
procasp7 counter,-8,-3,9,4,2,5,-2,2,-11,-3
LAP4-GFP MLPCN,98,90,92,109,185*,101,97,95,91,76[may fluoresce red]
CIT2 TOR yeast,83,93,112,95,99,102,95,100,100,97[may fluoresce red]
AHR activator,4,13,8,-7,-3,19,3,1,2,1
RPL19A-GFP yeast,93,94,102,91,90,103,96,105,102,?
AGP1-GFP MLPCN,93,94,104,90,130,103,96,99,99,96[may fluoresce red]
MEP2 TOR yeast,96,89,93,99,145,106,98,105,102,88[may fluoresce red]
proCasp3 act,-12,-2,-2,0,1,0,-5,-4,-5,-1

[31] Nc1c(-c2ccccc2)cnn1-c1ccccc1
[32] Cc1cc2cc(C)c(NCCNC(=O)c3ccccc3)nc2cc1C
[33] Cc1sc2ncnc(N3CCC(C(=O)Nc4nnc(CC(C)C)s4)CC3)c2c1C
[34] O=C(N1CCN(c2ncccn2)CC1)C12CC3CC(CC(C3)C1)C2
[35] COc1cc(C(=O)NCCCNc2nc3cc(C)cc(C)c3cc2C#N)cc(OC)c1OC
[36] CC(C)c1ncc(S(=O)(=O)c2ccc(C(F)(F)F)cn2)c(N)n1
[37] Cc1c(C(=O)N(Cc2ccccc2)Cc2cccnc2)cnn1-c1ccc(F)cc1
[38] C=CCn1c(/N=C/c2ccc3c(c2)OCO3)nc2ccccc21
[39] Cn1nc(-c2ccccc2)cc1NC(=O)Nc1ccc(F)cc1
[40] CCC(=O)n1nc(-c2ccco2)nc1N

Screen / compound no.,31,32,33,34,35,36,37,38,39,40
procasp7 counter,-3,6,4,-9,4,6,3,-1,5,0
LAP4-GFP MLPCN,93,97,100,97,98,110,·,100,117,114
CIT2 TOR yeast,99,98,101,103,94,97,·,105,98,110
AHR activator,0,63*,-2,3,0,1,0,14,6,2
RPL19A-GFP yeast,100,95,99,99,99,99,105,98,96,108
AGP1-GFP MLPCN,93,102,103,102,99,107,·,98,106,108
MEP2 TOR yeast,99,95,103,98,98,106,103,98,101,114
proCasp3 act,3,2,-2,4,-7,-4,-10,3,3,-5

Two of these compounds in a different format:
(35) COc1cc(C(=O)NCCCNc2nc3cc(C)cc(C)c3cc2C#N)cc(OC)c1OC
  procasp7 counter: 4
  LAP4-GFP MLPCN: 98
  CIT2 TOR yeast: 94
  AHR activator: 0
  RPL19A-GFP yeast: 99
  AGP1-GFP MLPCN: 99
  MEP2 TOR yeast: 98
  proCasp3 act: -7

(39) Cn1nc(-c2ccccc2)cc1NC(=O)Nc1ccc(F)cc1
  procasp7 counter: 5
  LAP4-GFP MLPCN: 117
  CIT2 TOR yeast: 98
  AHR activator: 6
  RPL19A-GFP yeast: 96
  AGP1-GFP MLPCN: 106
  MEP2 TOR yeast: 101
  proCasp3 act: 3

Next section.
[41] Cc1cc(C(=O)NNC(=O)c2c(-c3c(Cl)cccc3Cl)noc2C)no1
[42] COC(=O)c1cccnc1-n1c(=O)c2cccnc2n(Cc2cccc(C(F)(F)F)c2)c1=O
[43] c1ccc(Cn2nnc3c(N4CCc5ccccc5C4)ncnc32)cc1
[44] Cc1ccc2[nH]c3c(c2c1)CN(C(=O)CN1CCN(c2ccccn2)CC1)CC3
[45] C/C(=N\N=C(N)N)c1cc(Cl)ccc1Cl
[46] CC(C)C(C(=O)NCC1CCCO1)N(Cc1cccs1)C(=O)CNS(=O)(=O)c1ccccc1 (stereo unspecified)
[47] COc1ccccc1/C=C(/C(=O)OCC(=O)Nc1ccc(N(C)C)cc1)c1ccccc1
[48] CCC1COCCS(=O)(=O)N1Cc1cccc(Cl)c1 (stereo unspecified)
[49] Cc1cc(C)cc(OCC(=O)OCCN2C(=O)c3ccccc3C2=O)c1
[50] N#CC1=C(N)OC2=C(C(=O)CC(c3ccccc3)C2)C1c1ccoc1 (stereo unspecified)

Screen / compound no.,41,42,43,44,45,46,47,48,49,50
procasp7 counter,5,8,-8,-3,13,8,-10,-10,-4,-5
LAP4-GFP MLPCN,103[may fluoresce green],119,100,102,88,93,92,90,105,98
CIT2 TOR yeast,150*[may fluoresce green],96,87,111,104,89,91,89,87,100
AHR activator,0,0,1,8,1,0,10,-1,1,3
RPL19A-GFP yeast,92[may fluoresce green],102,93,106,104,94,96,92,97,108
AGP1-GFP MLPCN,114[may fluoresce green],111,93,109,104,98,95,102,95,104
MEP2 TOR yeast,106[may fluoresce green],103,98,106,102,97,95,96,101,103
proCasp3 act,-5,5,3,-6,12,2,7,0,9,2

Of the compounds above, three have a CF3 group.
[25] CCOC(=O)CCS(=O)(=O)c1nc(-c2ccccc2)cc(C(F)(F)F)n1
[36] CC(C)c1ncc(S(=O)(=O)c2ccc(C(F)(F)F)cn2)c(N)n1
[42] COC(=O)c1cccnc1-n1c(=O)c2cccnc2n(Cc2cccc(C(F)(F)F)c2)c1=O

Screen / compound no.,25,36,42
procasp7 counter,2,6,8
LAP4-GFP MLPCN,185*,110,119
CIT2 TOR yeast,99,97,96
AHR activator,-3,1,0
RPL19A-GFP yeast,90,99,102
AGP1-GFP MLPCN,130,107,111
MEP2 TOR yeast,145,106,103
proCasp3 act,1,-4,5

Continued.
[51] Cc1ccc(-c2nc(C)sc2CC(=O)OCC(=O)Nc2cccc([N+](=O)[O-])c2)cc1
[52] CCC(C(=O)NC1CCCCC1)n1nc(C)c2c(C)n(-c3ccccc3)nc2c1=O (stereo unspecified)
[53] Cc1cc(NCc2ccc(F)cc2Cl)n2nnnc2n1
[54] COc1ccc(-c2noc(CN(C)S(=O)(=O)c3ccc(C)cc3)n2)cc1
[55] O=C(Nc1ccc(C(=O)NCCCN2CCN(c3ccc(F)cc3)CC2)cc1)C1=CSCCO1
[56] CCc1nnc(NC(=O)CSc2nnc(-c3cc4ccccc4cc3O)n2CCOC)s1
[57] Cc1cc(C(F)(F)F)cc(NNC(=O)NC(=O)c2ccccc2Cl)n1
[58] COC(=O)c1ccc(NC(C(=O)OC)C(C)C)c([N+](=O)[O-])c1 (stereo unspecified)
[59] COc1cccc(OCC(=O)Nc2ccccc2-c2ccccc2)c1
[60] O=C(O)CCCC(=O)Nc1ccc(S(=O)(=O)Nc2nccs2)cc1
[61] CCn1c(SCc2nc3ccccc3[nH]2)nnc1-c1ccc(OC)cc1

Screen / compound no.,51,52,53,54,55,56,57,58,59,60,61
procasp7 counter,-2,10,-5,-1,1,-1,3,-4,9,·,1
LAP4-GFP MLPCN,102,96,105,101,99,102,102,101,100,104,94
CIT2 TOR yeast,98,103,105,90,104,87,88,94,91,102,105
AHR activator,-2,0,16,-1,1,1,3,6,-1,·,3
RPL19A-GFP yeast,113,104,107,94,99,96,95,98,101,108,100
AGP1-GFP MLPCN,108,102,99,114,103,100,97,98,101,106,101
MEP2 TOR yeast,121,102,110,139,103,94,95,105,99,113,102
proCasp3 act,0,3,-8,-1,2,-1,-7,12,-3,·,-3

The order is random; about 3.5% have a hit in one of these screens.
